VCAM1 TNFa inh = reduces TNF alpha induced VCAM1 expression in HUVEC; 95,000 tested, 0.48% active; HUVEC TNFa-induced VCAM-1 immunofluorescence, high-content imaging; inhibition, % at 2 µM;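 active means inhibition above the batch mean plus 3 SD, with images confirmed as a hit by eye, cut at about 37% in these data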;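 further: 0% = TNF-stimulated DMSO wells and 100% = unstimulated control wells; not every result past the cut was called active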
Calb biofilm kill = kills Candida albicans biofilms; AID 834; inhibition, % at 6 µM; C. albicans biofilm + clotrimazole, Alamar Blue; 85,000 tested, 0.14% active;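 active means inhibition above 20%; inactive means inhibition below 20%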;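 further: preformed 24 hr biofilms exposed to compound for 48 hr; 0% = biofilm without compound and 100% = blank killed by clotrimazole plus chlorhexidine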
Smad3 inh = blocks human Smad3 binding to FoxH1 peptide | TR-FRET Smad3/Dy647-FoxH1 peptide binding, europium anti-His | inhibition, % at 25 µM | 88,000 tested, 0.29% active | P84022 | AID 630;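 active means compounds that reduce the energy-transfer binding signal between the protein and its labelled peptide by more than half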;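 further: 0% = Smad3 plus labelled peptide maximal FRET and 100% = peptide-only background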
Target sequence (P84022 whole entry, looked up): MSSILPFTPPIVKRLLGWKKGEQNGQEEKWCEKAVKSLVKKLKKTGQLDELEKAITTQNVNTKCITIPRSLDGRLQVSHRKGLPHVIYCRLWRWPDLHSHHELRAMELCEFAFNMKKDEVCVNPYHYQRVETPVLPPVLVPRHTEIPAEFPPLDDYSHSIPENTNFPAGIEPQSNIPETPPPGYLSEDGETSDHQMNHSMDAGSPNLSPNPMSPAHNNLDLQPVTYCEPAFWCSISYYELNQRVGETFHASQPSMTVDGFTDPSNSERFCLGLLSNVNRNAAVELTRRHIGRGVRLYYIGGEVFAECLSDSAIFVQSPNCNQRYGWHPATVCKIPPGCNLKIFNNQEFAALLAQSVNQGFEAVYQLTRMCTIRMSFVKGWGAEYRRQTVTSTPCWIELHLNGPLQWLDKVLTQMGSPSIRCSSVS
F-actin modifier = cytoskeleton assembly modification. HUVEC TNFa F-actin phalloidin imaging, high content. 91,000 tested, 0.18% active. inhibition, % at 2 µM. AID 836;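 active means inhibition above the batch mean plus 3 SD and confirmed as a hit by visual image inspection, cut at about 30% in these data, passing the limit was not always enough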; further: strong numbers were not always called active
HUVEC tox IL1B = toxic to HUVEC cells under IL-1B stimulation. cell count reduction, % at 2 µM. HUVEC cell count loss, Hoechst imaging, IL-1B stimulated. AID 845. 94,000 tested, 0.41% active;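 active means cell count reduction more than 3 SD above the screen-wide mean, cut at about 70% in these data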;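 further: normalized per plate to untreated control cells as the no-loss baseline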
PTPN22 inh 2 = inhibitors of human LYP (PTPN22) phosphatase; Q9Y2R2; recombinant LYP catalytic domain, DiFMUP fluorescence; inhibition, % at 2 µM; 96,000 tested, 0.21% active;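 active means inhibition at 2 µM at or above a set limit, the screen mean plus 3 SD, cut at about 24% in these data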;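 further: 0% = DMSO with enzyme and 100% = enzyme fully blocked by orthovanadate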
MT1-MMP txn act = MT1-MMP promoter transcription activation | 86,000 tested, 0.16% active | activation factor at 10 µM | AID 750 | HT1080 MT1-MMP promoter luciferase reporter, luminescence, overnight; stronger effect = higher value;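 active means activation factor of at least 2 for MT1-MMP transcription at 10 µM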
HUVEC tox TNFa = toxic to HUVEC cells under TNF alpha stimulation | HUVEC TNFalpha-stimulated, Hoechst cell count, imaging | cell count reduction, % at 2 µM | 93,000 tested, 0.17% active;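 active means cell count reduction exceeding the screen mean by over 5 SD, scaled to untreated wells per plate, cut at about 78% in these data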;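 further: cells counted after 24 h of TNF alpha exposure following the 1 h pretreatment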
hDAT+cocaine = modulates human dopamine transporter uptake under cocaine; Q01959; LLC-PK1 hDAT cells, [14C]-dopamine uptake with cocaine IC80; actives deviate in either direction; B-score at 10 µM; 110,000 tested, 1.3% active; AID 449768;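 active means Z score or B-score, a plate-position-corrected score, falls beyond the plate's 99.7% confidence bounds, in either direction; inactive means both scores lie inside the 99.7% bounds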;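 further: scored against the spread of the other compound wells on the same plate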
Target sequence (Q01959 whole entry, looked up): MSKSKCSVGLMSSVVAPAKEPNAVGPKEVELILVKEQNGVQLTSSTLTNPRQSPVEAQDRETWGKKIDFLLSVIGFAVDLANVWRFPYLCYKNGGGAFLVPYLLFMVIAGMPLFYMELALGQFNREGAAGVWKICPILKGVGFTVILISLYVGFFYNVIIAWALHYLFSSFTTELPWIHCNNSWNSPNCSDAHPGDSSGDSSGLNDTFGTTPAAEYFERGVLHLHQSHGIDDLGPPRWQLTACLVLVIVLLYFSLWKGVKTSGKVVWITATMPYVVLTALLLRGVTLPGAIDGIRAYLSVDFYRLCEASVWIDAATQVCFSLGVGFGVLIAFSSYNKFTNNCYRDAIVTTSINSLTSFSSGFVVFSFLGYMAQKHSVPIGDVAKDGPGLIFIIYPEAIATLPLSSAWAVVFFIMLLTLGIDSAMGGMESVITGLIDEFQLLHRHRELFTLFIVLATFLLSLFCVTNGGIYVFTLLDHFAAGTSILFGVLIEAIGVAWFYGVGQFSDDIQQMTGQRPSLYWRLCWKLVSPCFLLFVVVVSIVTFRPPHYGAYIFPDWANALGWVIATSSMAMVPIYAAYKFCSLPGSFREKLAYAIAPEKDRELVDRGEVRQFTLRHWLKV
* marks the source's active call; other numbers are inactive results; . = no result given; [ ] = remark or other dose. These rows are one share of the data. The share of hits here may be higher or lower than overall.

SMILES | VCAM1 TNFa inh | Calb biofilm kill | Smad3 inh | F-actin modifier | HUVEC tox IL1B | PTPN22 inh 2 | MT1-MMP txn act | HUVEC tox TNFa | hDAT+cocaine
COc1ccc(-c2nnc(SCC(=O)Oc3ccc(C)cc3)o2)cc1 | 14 | 12 | 6 | -10 | 12 | 0 | 1.2 | -31 | -0.19
CSc1nc(N)nc(SCC(=O)CC(=O)OC(C)C)c1C#N | -4 | 3 | 4 | -2 | 18 | 17 | 1 | 5 | -0.83
CCOC(=O)COc1ccc(S(=O)(=O)c2ccc(OCC(=O)OCC)cc2)cc1 | 10 | 4 | -8 | . | -7 | 1 | 1 | -16 | -0.64
CCN(CC)S(=O)(=O)c1ccc(NC(=O)C2CCCO2)cc1 (stereo unspecified) | 10 | 8 | 2 | -18 | 6 | -5 | 1.2 | -14 | -0.13
Cc1cc(C)n(Cc2ccc(Cl)c(Cl)c2)c(=O)c1S(=O)(=O)c1ccccc1 | -1 | . | . | 28 | -29 | 9 | . | -1 | .
CCOC(=O)CON1C(=O)c2ccccc2C1=O | -3 | -3 | -12 | 16 | -8 | 9 | 1.2 | -13 | -0.78
CC(=O)c1ccc2c(c1)C1C=CCC1C(c1ccncc1)N2 (stereo unspecified) | 16 | 6 | 11 | . | -20 | 0 | 1.9 | -1 | -0.047
CC(=O)c1c(COC(=O)c2ccccc2)nc2ccccc2[n+]1[O-] | 2 | 4 | 17 | 15 | -11 | -4 | 1.2 | -5 | -0.89
COc1ccc(N/N=C(\C=N\O)C(=O)c2ccc(OC)cc2)cc1 | 25 | 6 | 3 | . | -1 | 1 | 0.4 | -40 | 0.42
Cc1ccc(CNC(=O)CSc2ncccn2)cc1 | -10 | 3 | 0 | -9 | 40 | 6 | 1.4 | 6 | 0.036
COCC(=O)/C=C1\Sc2ccccc2N1C | -6 | 6 | 1 | -4 | -16 | -3 | 1 | -24 | 0.53
COc1ccccc1C(=O)N1CCCN(C(=O)c2ccccc2OC)CC1 | 17 | 8 | 3 | 21 | 5 | -5 | 1.1 | -26 | -1.1
CC1(C)N([O-])C2=C(c3ccccc3C2=O)[N+](=O)C1(C)C | -14 | -2 | 9 | -7 | -130 | -3 | 1.1 | -13 | 0.11
O=S(=O)(NC1CCCC1)c1ccc(S(=O)(=O)N2CCN(c3ccccc3)CC2)cc1 | 3 | -1 | 3 | . | 6 | 3 | 1.3 | -23 | 0.12
CCOC(=O)n1c(=O)n(Cc2ccccc2Cl)c2ccccc21 | -5 | . | . | 13 | 21 | 4 | . | -28 | -0.6
Cc1ccc(-c2csc3nnc(SCC(=O)N4CCN(Cc5ccccc5)CC4)n23)cc1 | 6 | 4 | 17 | -19 | 5 | -4 | 1.1 | -23 | -0.051
CC(=O)c1cc(C)ccc1OC(=O)c1cccc2nc(C)oc12 | 2 | . | . | -16 | 4 | 11 | 0.9 | 0 | 0.74
Nc1nc(CSc2ccccn2)nc(Nc2ccccc2)n1 | 14 | 8 | 4 | -10 | 0 | -28 | 1.1 | -4 | 1.5
COc1cc(NC(=O)Nc2ccccc2OC)c(OC)cc1NC(=O)CN1CCCCC1 | -13 | 3 | -2 | -21 | 19 | 0 | 1.2 | -10 | 1.2
CC(C)CNc1nc2c(c(=O)n(C)c(=O)n2C)n1Cc1cccc(Br)c1 | 26 | -1 | 4 | -15 | -11 | -3 | 1.1 | -3 | -0.18
Cc1[nH]c2ccccc2c1C(=O)CSc1ncn[nH]1 | -2 | . | . | -9 | -37 | 18 | 1 | -14 | 0.46
CCCCCCCCCSc1n[nH]c(N)n1 | 12 | . | . | -7 | -31 | 0 | . | -5 | -1
CCCSC1=N/C(=C\c2ccc3c(c2)OCO3)C(=O)S1 | 3 | -2 | 9 | -2 | 21 | -12 | 1.2 | -6 | 0.021
Cc1nnc(NC(=O)CSc2nnc(C)n2Cc2ccccc2)s1 | 26 | 7 | -1 | 7 | -35 | -10 | 1.1 | 4 | 0.21
O=C(O)C1CC(=O)N(Cc2cccnc2)C1 (stereo unspecified) | -16 | -1 | 6 | -7 | 14 | 3 | 1.2 | -7 | -0.11
O=C(NC1CC1)c1nc2c(nnn2Cc2ccccc2Cl)c(=O)[nH]1 | -17 | -2 | 20[fluorescence artefact?] | 18 | -21 | -3 | 1 | 5 | 0.79
Cc1cc(NC(=O)Cn2nc(C(F)(F)F)c3c2CCCC3)no1 | 12 | 2 | 3 | -25 | 1 | 5 | 1.3 | -2 | -0.52
O=C(c1ccc(Cl)c(F)c1F)N1CCCC1 | -2 | 9 | 2 | 24 | -7 | 9 | 1.1 | -21 | -0.1
CCOC(=O)c1c(-c2ccccc2)oc2ccc(O)c(CN(C)C)c12 | 5 | 5 | 6 | . | 33 | -12 | 1.1 | -7 | 0.11
Cc1ccc(SC/C(O)=C(\C#N)c2nc3ccccc3s2)cc1 | 36 | 4 | 6 | -2 | 2 | 2 | 1.1 | -5 | -0.26
CCCNC(=O)c1c(N)n(-c2ccc(S(N)(=O)=O)cc2)c2nc3ccccc3nc12 | 22 | . | . | -20 | -18 | 0 | . | -25 | .
Cc1ccc(S(=O)(=O)N2CCC(C(=O)N[C@@H](C)C(=O)NCC3CCCO3)CC2)cc1 (stereo partly specified) | . | -4 | -11 | . | . | . | 1 | . | 0.016
CC(C)CC[n+]1ccn(C2=C([O-])c3ccccc3C(=O)/C2=N\S(=O)(=O)c2ccccc2)c1 | -21 | -2 | 3[fluorescence artefact?] | 21 | 13 | -1 | 0.8 | -2 | -0.13
COc1ccc(CN(C(=O)Cc2cccs2)C(C(=O)NC2CCCC2)c2ccncc2)cc1 (stereo unspecified) | 10 | . | . | 17 | -7 | 2 | . | -20 | -0.047
O=C(CSc1nnnn1-c1ccccc1)Nc1ncc2c(n1)CC(c1ccco1)CC2=O (stereo unspecified) | . | 4 | 4[fluorescence artefact?] | . | -28 | 6 | 1 | . | 0.34
CCN1C(=O)CS/C1=C(\C#N)S(=O)(=O)c1ccccc1 | -18 | 8 | 11 | 9 | -23 | 2 | 1.1 | -43 | 0.12
Cc1noc(C)c1C(=O)NCCC1=CCCCC1 | -3 | 4 | -9 | -8 | 19 | -2 | 1 | -32 | 0.73
O=C(Cn1nnc(-c2ccncc2)n1)N1CCc2ccccc21 | 8 | 4 | 8 | -4 | -11 | -1 | 1.1 | -12 | -0.26
COc1cc(C2C(C#N)=C(N)Oc3n[nH]c(C)c32)ccc1OC(=O)c1ccccc1 (stereo unspecified) | 7 | . | . | -1 | 1 | -1 | . | -4 | 1
COc1ccc(S(=O)(=O)Nc2cc(OC)c(NC(=O)c3ccco3)cc2OC)cc1 | 6 | -1 | -7 | -15 | -14 | 3 | 1.1 | -27 | 0.56
O=C(Nc1cccc(Cl)c1)c1ccc(-n2cncn2)c([N+](=O)[O-])c1 | 3 | . | . | 32 | 22 | 9 | . | -23 | -0.72
CN(C)CCNC(=O)c1cc(Br)ccc1Cl | -1 | 0 | 4 | -14 | 4 | 8 | 1 | 5 | -0.76
O=[N+]([O-])c1cccc(-c2nc(-c3cccs3)c(-c3cccs3)[nH]2)c1 | 40 | . | . | -17 | -12 | 12 | . | 13 | 0.047
Cc1ccc(CCNC(=O)C2CC(c3ccccc3[N+](=O)[O-])=NO2)cc1 (stereo unspecified) | -19 | . | . | 10 | -84 | -10 | . | -45 | 1.1
O=C1CCCC(NCCCCCCNC2=C([N+](=O)[O-])C(=O)CCC2)=C1[N+](=O)[O-] | 4 | . | . | 2 | -21 | 7 | . | -3 | 0.016
Cc1ccnc(NC(=O)c2ccccc2NC(=O)C(C)(C)C)c1 | 10 | 3 | -4 | 8 | -3 | -10 | 1.1 | -19 | -0.28
C=CCn1c(SCc2ccc(OC)cc2)nnc1-c1cccnc1 | 3 | 2 | -4 | -14 | -8 | -37 | 1.1 | -21 | -0.39
O=C(CN1C(=O)COc2ccccc21)NCCN1CCc2ccccc2C1 | 2 | 2 | 6 | 3 | -54 | 0 | 1.1 | 13 | 0.031
CC(=O)Nc1c(O)nc(SCC(=O)N2CCN(c3ccc(F)cc3)CC2)[nH]c1=O | 26 | 1 | -7 | 2 | -25 | 2 | 1.1 | 9 | 0.15
CCn1c(-c2cccc(Br)c2)n[nH]c1=S | 8 | 1 | -9 | -2 | -2 | 3 | 1 | -28 | 1
COc1ccc2c(c1)[nH]c1c(=O)n(CCCN3CCOCC3)cnc12 | 22 | 4 | -8 | 1 | -7 | -15 | 1.1 | 0 | 1.3
O=c1c(Cc2ccccc2)c(O)nc2n1CCS2 | 15 | 2 | -9 | -11 | -38 | -4 | 1.2 | -24 | 1.4
Cc1noc(C)c1S(=O)(=O)N1CCC(C(=O)N2CCN(C(=O)c3ccco3)CC2)CC1 | 4 | 10 | -3 | 12 | 13 | -5 | . | -4 | -0.77
O=C(c1cc(S(=O)(=O)N2CCOCC2)ccc1F)N1CCCc2ccccc21 | 3 | . | . | 11 | 0 | 1 | 1.1 | -9 | -0.0076
CC(C)CNC(=O)CN(C1CCCCC1)S(=O)(=O)c1ccccc1 | 0 | 10 | 5 | 5 | 1 | -6 | 1 | -11 | -0.016
COc1ccc(OC)c(-c2cc(C3CCN(c4cc(Cl)nc(N)n4)CC3)[nH]n2)c1 | 12 | . | . | . | -8 | 2 | . | -5 | .
CN(CC(=O)O/N=C(\N)c1ccc([N+](=O)[O-])cc1)S(=O)(=O)c1ccccc1 | 6 | 3 | 2 | . | -10 | -6 | 1.2 | -58 | 0.6
N#Cc1nc(Cc2cccc3ccccc23)oc1NCC1CCCO1 (stereo unspecified) | . | 5 | -1 | . | -8 | -8 | 1.1 | . | 0.54
Cc1cccc(CS(=O)(=O)Cc2ccc(C(=O)O)o2)c1 | 7 | . | . | 13 | 0 | 6 | 1 | -13 | -0.19
O=C(Nc1cccc(O)c1)c1cc(-c2ccco2)on1 | 17 | . | . | -31 | -5 | -3 | . | -6 | -0.2

A portion from further up, for reference:
SMILES | VCAM1 TNFa inh | Calb biofilm kill | Smad3 inh | F-actin modifier | HUVEC tox IL1B | PTPN22 inh 2 | MT1-MMP txn act | HUVEC tox TNFa | hDAT+cocaine
O=C(CN1C(=O)COc2ccccc21)NCCN1CCc2ccccc2C1 | 2 | 2 | 6 | 3 | -54 | 0 | 1.1 | 13 | 0.031
CC(=O)Nc1c(O)nc(SCC(=O)N2CCN(c3ccc(F)cc3)CC2)[nH]c1=O | 26 | 1 | -7 | 2 | -25 | 2 | 1.1 | 9 | 0.15

(next part)
SMILES | VCAM1 TNFa inh | Calb biofilm kill | Smad3 inh | F-actin modifier | HUVEC tox IL1B | PTPN22 inh 2 | MT1-MMP txn act | HUVEC tox TNFa | hDAT+cocaine
COc1cccc(C2CC(c3cccc(Br)c3)n3nc(N)nc3N2)c1 (stereo unspecified) | . | 1 | -4 | . | . | . | 1.2 | . | -1.3
Cc1cc(C(=O)NCc2ccc(C(=O)O)o2)c(C)o1 | -13 | . | . | -17 | 1 | -1 | . | -2 | -0.012
Cc1ccnc(NC(=O)c2ccc(N3C(=O)CCC3=O)cc2)c1 | -1 | -1 | -10 | 11 | -4 | 4 | 1.4 | -6 | -2.2
Cc1oc2c(c1C(=O)NCc1ccccc1)CCCC2 | 14 | 5 | 1 | -28 | -14 | 6 | 0.9 | -14 | -0.011
CN(C)C(=O)c1snnc1-c1ccccc1 | -41 | 3 | 3 | -3 | 0 | 7 | 1.2 | 10 | -0.93
O=C(CCC(=O)Nc1nnc(C2CCCCC2)s1)NCc1cccs1 | -9 | 5 | 6 | 0 | -17 | -1 | 1.2 | -10 | -0.78
O=C(Nc1ccccc1)c1ccc(F)c(S(=O)(=O)N2CCOCC2)c1 | . | -2 | -10 | . | . | . | 1.1 | . | 0.67
CC(C)(C)NC(=O)C(c1ccccc1)N(C(=O)c1ccco1)C1CC1 (stereo unspecified) | -23 | 6 | -6 | 10 | -41 | -7 | 1.2 | -3 | 0.52
O=C(O)CCSCc1ccccc1F | . | 5 | 4 | . | . | . | 1.2 | . | -0.9

From PubChem
